# MrgX1 ag: activates human MrgX1 receptor signaling; Q96LB2; MrgX1-HEK293 cells, Fluo-4 calcium fluorescence, agonist mode; hits give high values; B-score at 10 µM; 0.44% of 310,000 active;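 active = calcium response B-score plate-corrected fluorescence ratio at least 3 library SD, with starting fluorescence B-score inside 5 SD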
#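 times = overnight plating, then 30 min 37 °C plus 30 min room-temperature dye loading | assay system = stable human MrgX1 HEK293 cell line | input = fifteen thousand cells per well | signal = kinetic calcium dye fluorescence, Fluo-4 NW | dosing = compound delivered in addition one of three | read-out = B-scored fluorescence response ratio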
# TRPC4 block: inhibitors of mouse TRPC4 channel | 0.39% of 300,000 active | HEK293 TRPC4beta/mu-opioid, DAMGO-evoked Fluo4 calcium flux; hits give low values | B-score at 10 µM | AID 2247;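 active = B-score over 3 SD under the library average, no early fluorescence shift, positive overall ratio signal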
#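 Material: HEK293 cells with stable TRPC4beta plus mu-opioid receptor expression / Probe or stimulus: DAMGO in two steps, submaximal then maximal / Compound: single concentration per test compound / Technique: kinetic Fluo4 fluorescence imaging of calcium influx / Read-out: per-well B score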
# TRPC6 activator: mouse TRPC6 channel activation | HEK293-TRPC6 membrane potential dye fluorescence; hits give high values | B-score at 10 µM | 0.13% of 310,000 active;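 active = B-score of the integrated fluorescence ratio above library mean plus 3 SD, and starting fluorescence ratio within library mean plus 5 SD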;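 note: higher score means more depolarization so channel activation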
# Target sequence (Q61143 whole entry, looked up): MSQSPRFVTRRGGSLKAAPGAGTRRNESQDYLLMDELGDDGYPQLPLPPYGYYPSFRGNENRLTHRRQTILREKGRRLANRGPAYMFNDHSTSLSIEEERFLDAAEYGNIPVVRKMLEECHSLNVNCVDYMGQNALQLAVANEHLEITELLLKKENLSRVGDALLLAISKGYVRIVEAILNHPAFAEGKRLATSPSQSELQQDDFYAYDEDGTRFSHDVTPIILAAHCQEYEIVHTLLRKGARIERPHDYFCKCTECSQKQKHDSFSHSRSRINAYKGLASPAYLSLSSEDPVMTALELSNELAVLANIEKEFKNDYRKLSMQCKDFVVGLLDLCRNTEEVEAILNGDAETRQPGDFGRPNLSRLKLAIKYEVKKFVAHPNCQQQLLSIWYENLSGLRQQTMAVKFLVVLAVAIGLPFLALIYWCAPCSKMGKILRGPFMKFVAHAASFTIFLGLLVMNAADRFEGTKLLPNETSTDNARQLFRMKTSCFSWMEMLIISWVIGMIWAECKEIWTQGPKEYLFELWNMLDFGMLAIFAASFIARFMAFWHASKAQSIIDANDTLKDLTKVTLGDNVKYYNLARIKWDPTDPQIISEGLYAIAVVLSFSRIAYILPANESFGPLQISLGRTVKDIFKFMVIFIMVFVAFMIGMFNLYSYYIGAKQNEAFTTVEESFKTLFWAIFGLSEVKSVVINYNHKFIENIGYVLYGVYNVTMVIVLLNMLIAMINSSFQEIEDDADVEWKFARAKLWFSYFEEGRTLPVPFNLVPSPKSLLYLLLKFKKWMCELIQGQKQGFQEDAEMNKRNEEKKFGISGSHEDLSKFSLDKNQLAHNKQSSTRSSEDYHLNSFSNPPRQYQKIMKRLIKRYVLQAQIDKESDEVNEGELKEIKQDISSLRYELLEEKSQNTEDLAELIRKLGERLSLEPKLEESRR
# MrgX1 antag: blocks BAM8-22 activation of human MrgX1 receptor. B-score at 10 µM. 1.3% of 310,000 active. MRGX1-HEK293 calcium flux, Fluo-4, BAM8-22 antagonism; hits give low values;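 active = calcium-response B-score plate-corrected more than 3 library SD below zero, starting fluorescence within 5 deviations, no agonist response on first addition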;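 note: peak minus trough fluorescence over baseline after final BAM8-22 challenge near maximal dose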
# RGS4 block: human RGS4 inhibition; B-score at 10 µM; HEK293 M3R/RGS4 inducible, Fluo-4 calcium flux; hits give high values; triggered by carbachol at its EC20; 0.45% of 310,000 active; AID 463165;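 active = B-score, a plate-corrected calcium signal, over three deviations above library mean, with baseline fluorescence within five deviations of library mean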;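 note: RGS4 expression induced by doxycycline in cells with stable M3 receptor; B-score is computed from the integrated fluorescence ratio over baseline after carbachol; higher B-score means a larger calcium signal and so more RGS4 inhibition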
# TRPC6 inh: inhibitors of mouse TRPC6 channel. Q61143. HEK293-TRPC6, membrane potential dye, ACh-evoked depolarization; hits give low values. B-score at 10 µM. 1.1% of 310,000 active. AID 2553;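 active = B-score under library mean minus 3 SD, initial fluorescence not abnormally high, positive integrated signal ratio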;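 note: B-score derived from integrated fluorescence ratio over the kinetic read; more negative B-score means stronger inhibition of depolarization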
# SKKanGAS inh: blocks kanamycin growth of S. pyogenes SKKanGAS strain; 1.3% of 300,000 active; BacTiter-Glo, 6 h; AID 1662; inhibition, % at 7.5 µM;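 active = mean replicate score, as percent of positive control median, at least 50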;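 note: strain carries kanamycin resistance gene driven by streptokinase promoter and grows in 40 µg/ml kanamycin; loss of luminescence reflects streptokinase promoter inhibition or plain growth inhibition; 0% = median of DMSO wells and 100% = positive control at its reference dose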
# RGS4 pot: RGS4 potentiation or activation; HEK293 M3R/inducible RGS4, carbachol calcium flux Fluo4; hits give low values; B-score at 10 µM; 0.92% of 310,000 active;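 active = B-score of the integrated calcium signal more than 4 SD below the library mean, with starting fluorescence not abnormally high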;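 note: negative B-score means reduced calcium response which marks RGS4 activation or potentiation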
#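 Material: M3R-expressing HEK293 line, RGS4 induced by doxycycline | Schedule: Overnight RGS4 induction, 30 min dye load 37 °C, 20 min compound RT | Measured by: Fluo4 fluorescence kinetic imaging of calcium | Read-out: Integrated calcium ratio converted to B score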
# Platelet DG rel: modulates dense granule release in human platelets. human platelet-rich plasma, SFLLRN dense granule ATP release, luminescence. 0.22% of 300,000 active. AID 1663. inhibition, %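 (compounds screened at 7.5 µM in platelet-rich plasma)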;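 active = mean replicate score, as percent of positive control, at or above 50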
# HIF activator: HIF pathway transcriptional activation; U2OS HRE-luciferase reporter, luminescence; normalized: DMSO 0%, desferrioxamine 100%; activation, % at 7.5 µM (by protocol); 0.32% of 300,000 active;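 active = mean activation of at least 10% of the iron chelator positive control signal, with at least half of replicates also reaching 10%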
# MrgX1 PAM: allosterically activates human MrgX1 receptor signaling; B-score at 10 µM; MrgX1-HEK293, Fluo-4 calcium flux, FDSS; hits give high values; Q96LB2; 0.63% of 310,000 active;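 active = plate-corrected calcium response at least 3 library SD above typical, normal starting fluorescence, not activating the receptor alone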;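 note: compound read alongside a low EC10 to EC30 dose of BAM8-22 agonist; peak minus trough fluorescence over baseline measured at the second addition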
# Starred values were filed as active, the others as inactive; i = inactive; . = not tested or not shown.
SMILES,MrgX1 ag,TRPC4 block,TRPC6 activator,MrgX1 antag,RGS4 block,TRPC6 inh,SKKanGAS inh,RGS4 pot,Platelet DG rel,HIF activator,MrgX1 PAM
CCCCN(C)CCN1C(=O)C2C(C(=O)Nc3ccc(OC)cc3)C3C=CC2(O3)C1C(=O)NC1CCCCC1 (stereo not drawn),i,i,i,i,i,i,-17,i,-2,-14,i
CCNc1nc(Oc2ccc(C(=O)OC)cc2)nc(N(C)C)n1,i,.,i,i,i,i,-11,i,-34,0.1,i
Cc1ccc(S(=O)(=O)N(C)CC(=O)N2CCN(c3ccccn3)CC2)cc1,i,i,i,i,i,i,5,i,-7,-0.7,i
CCOC(=O)c1cc2c(nc1N)CC(C)(CC)OC2 (stereo not drawn),i,i,i,i,i,i,-16,i,-6,2.8,i
CC1CCCCC1NC(=O)COn1nnc2ccc(Cl)cc21 (stereo not drawn),i,i,i,i,i,i,8,i,18,-0.3,i
CCOc1ccc(NS(=O)(=O)c2ccc(C(=O)N(C)CC(=O)Nc3ccc(OC)cc3)cc2)cc1,i,i,i,i,i,i,-6,i,-2,-5.8,i
CCCC(=O)Nc1ccc(C(=O)N/N=C/c2ccc([N+](=O)[O-])o2)cc1,i,i,i,i,i,i,5,i,-7,0.7,i
O=C(c1ccc(Cn2cc(Br)cn2)o1)n1cccn1,i,i,i,i,i,i,-2,i,1,-0.1,i
COc1ccc(/C=C/CN2CCC(CO)(Cc3ccccc3Cl)CC2)cc1,i,i,i,i,i,i,4,-9.7*,1,-0.1,i
N=c1c2c(-c3ccccc3)c(-c3ccccc3)oc2ncn1CCN1CCOCC1,i,i,i,i,i,i,16,-9*,2,-0.8,i
COc1ccc(NC(=O)C(=O)N2N=C(C(C)C)CC2(O)C(F)(F)F)cc1 (stereo not drawn),i,i,i,i,i,i,-5,i,1,0.0,i
C=CCN1CCN(C(CC(C)C)c2nnnn2CCOC)CC1 (stereo not drawn),i,i,i,i,i,i,2,i,-4,-0.1,i
Cc1cc(C(=O)COC(=O)c2ccc(N)cc2)c(C)n1-c1c(C)n(C)n(-c2ccccc2)c1=O,i,i,i,i,i,i,1,i,0,0.1,i
CC(=O)Nc1ccc(NC(=O)COc2ccc(-c3ccccc3)cc2)cc1,i,i,i,i,i,i,.,i,.,.,i
CC(=O)N(CC1CCCO1)C1(C(=O)NC2CCCC2)CCCCC1 (stereo not drawn),i,i,i,i,i,i,-7,i,3,-0.4,i
COc1ccc(C(=O)NC(=S)NC2CCSC2=O)cc1 (stereo not drawn),i,i,i,i,i,i,-8,i,8,-0.1,i
C/C(NCc1cccnc1)=C(\C#N)C(=O)NCc1ccccc1,i,i,i,i,i,i,-3,i,2,0.1,i
CC(C)(C)c1ccc(OCC(=O)N(Cc2cccs2)C2CCS(=O)(=O)C2)cc1 (stereo not drawn),i,i,i,i,i,i,-1,i,3,0.1,i
O=C(N/N=C/c1ccccc1Cl)c1nc2ccc([N+](=O)[O-])cc2c(=O)[nH]1,i,i,i,i,i,i,15,i,-2,0.0,i
CCOC(=O)c1ccc(NC(=O)c2ccco2)cc1,i,i,i,i,i,i,-5,i,7,3.2,i
CCOC(=O)c1c(NC(=O)CSc2nnc(C)c(=O)[nH]2)sc(C)c1C,i,i,i,i,i,i,3,i,6,-0.4,i
C=C(C)c1cccc(C(C)(C)NC(=O)NC2CC(C)(C)NC(C)(C)C2)c1,i,i,i,i,i,i,-8,i,1,0.1,i
CCN(CC)C(=O)CSc1nc2c(sc(=S)n2Cc2ccco2)c(=O)n1-c1ccccc1,i,i,i,i,i,i,3,i,-9,-0.1,i
Cc1ccc(-c2nc(N3CCN(C)CC3)c3ccccc3n2)cc1,i,i,i,i,i,-9*,-1,i,1,1.1,i
Cc1ccc(CNC(=O)C(=O)NCCC2CCCCN2S(=O)(=O)c2cccs2)cc1 (stereo not drawn),i,i,i,i,i,i,-9,i,-7,-0.2,i
O=C(Nc1ccc(C(=O)N2CCOCC2)cc1)c1cccc(Br)c1,i,i,i,i,i,i,-2,i,0,0.3,i
O=[N+]([O-])c1ccc(/C=N/Nc2cc(Cl)nc(-c3ccccc3)n2)cc1,i,i,i,i,i,i,3,i,4,0.2,i
COCCNc1nnc(SCC(=O)c2c[nH]c3ccccc23)s1,i,i,i,i,i,i,-16,i,11,0.0,i
COC(=O)c1c(NC(=O)c2c(OC)cccc2OC)sc2c1C(C(=O)OC)CC2 (stereo not drawn),i,i,i,i,i,i,5,i,5,-0.9,i
CCCCOC(=O)Nc1nnc(SCCOc2ccc(C)cc2)s1,i,i,i,i,i,i,-17,i,26,0.0,i
C=CCSc1nc(=O)n2ccc(C)cc2n1,i,i,i,i,i,i,-11,i,-21,1.2,i
Cc1nc(C(=O)NCc2ccccc2)sc1C1(C)CC(c2cccc([N+](=O)[O-])c2)=NO1 (stereo not drawn),i,i,i,i,i,i,6,i,4,-1.1,i
O=C(O)c1ccc(Nc2nc3ccccc3nc2NS(=O)(=O)c2cccs2)cc1,i,i,i,i,i,i,5,i,2,2.9,i
CCOC(=O)c1c(S(=O)(=O)Nc2ccc(C)c(F)c2)c(C)n(C)c1C,i,i,i,i,i,i,-5,i,-1,1.0,i
COc1ccc(NC(=O)CN(C)CC(=O)Nc2sc3c(c2C(N)=O)CCC3)cc1,i,i,i,i,i,i,4,i,23,0.4,i
CNC(=S)NNC(=O)c1oc2nc(-c3ccccc3)cc(-c3ccco3)c2c1N,i,i,i,i,i,i,5,i,2,-0.3,i
O=C(O)C1C2CCCCC2=C2CCCCC2C1C(=O)c1ccccc1 (stereo not drawn),i,i,i,i,i,i,4,i,6,-0.7,i
Cn1nnnc1SCC(=O)Nc1ccccc1-c1ccccc1,i,i,i,i,i,i,1,i,0,0.2,i
Cc1ccc(CNC(=O)CCNS(=O)(=O)c2cccc3nsnc23)cc1,i,i,i,i,i,i,-1,i,2,-0.5,i
CCn1ncc([N+](=O)[O-])c1C(=O)Nc1ccc(C)c(C)c1,i,i,i,i,i,i,3,i,4,-14,i
BrC(=C\c1ccccc1)/C=N/N1CCN(Cc2ccccc2)CC1,i,i,i,i,i,i,4,i,-15,0.7,i
CNC(=S)N(Cc1ccco1)Cc1cc2cc(OC)ccc2[nH]c1=O,i,i,i,i,i,i,-10,i,0,0.3,i
O=c1nc2sc3ccccc3n2c(=O)n1-c1ccc(Cl)cc1,i,i,i,i,i,i,-1,i,-3,3.2,i
Cc1ccc(NC(=O)CCSc2nnnn2-c2ccc3c(c2)OCO3)cc1C,i,i,i,i,i,i,-5,i,-5,-0.1,i
O=C(COc1ccc(Br)cc1Cl)c1ccc[nH]1,i,-6*,i,i,i,i,2,i,-1,4.1,9.7*
CC(C)CNC(=O)COC(=O)c1ccc([N+](=O)[O-])cc1Cl,i,i,i,i,i,i,-3,i,-11,-37,i
CC(=O)c1c(C)[nH]c(C(=O)NCc2ccccc2Cl)c1C,i,i,i,i,i,i,2,i,0,0.4,i
O=C(CSc1nnc(NC2CCCCC2)s1)NCc1ccco1,i,i,i,i,i,i,17,i,7,-1.0,i
CC1(C)Cc2c(sc3nc(C4CC4)n(N)c(=O)c23)CO1,i,i,i,i,i,i,1,i,23,0.1,i
CCCCNC(=O)CN1CCC2(O)CCCCC2C1c1ccccc1OC (stereo not drawn),i,.,i,i,i,i,2,i,5,-0.4,i
# (cont.)
SMILES,MrgX1 ag,TRPC4 block,TRPC6 activator,MrgX1 antag,RGS4 block,TRPC6 inh,SKKanGAS inh,RGS4 pot,Platelet DG rel,HIF activator,MrgX1 PAM
CNS(=O)(=O)c1cccc(C(=O)NCC(c2ccco2)N(C)C)c1 (stereo not drawn),i,i,i,i,i,i,-1,i,-6,2.5,i
O=C(CCc1nnc(CCCCc2ccccc2)o1)NCc1cccc(F)c1,i,i,i,i,i,i,-10,i,-6,0.1,i
Nc1nonc1-n1nnc(C(=O)N/N=C/c2cccc(Cl)c2)c1-c1ccc2c(c1)OCO2,i,i,i,i,i,i,-1,i,-26,0.1,i
COc1ccc(C2/C(=C(/O)c3ccc(F)cc3)C(=O)C(=O)N2c2ccccn2)cc1OC (stereo not drawn),i,i,i,i,i,i,3,i,-2,0.5,i
O=C(COc1ccc([N+](=O)[O-])cc1)NCC(c1cccs1)N1CCOCC1 (stereo not drawn),i,i,i,i,i,i,-7,i,-3,-0.3,i
O=S(=O)(Nc1nc(-c2ccccc2)cs1)c1cccc(C(F)(F)F)c1,i,i,i,-7.4*,i,i,43,i,-4,-0.2,i
CC(=O)N(CCc1cccc(C)c1)Cc1cc2ccc(C)cc2[nH]c1=O,i,i,i,i,i,i,14,i,2,0.1,i
CCOC(=O)C(NC(=O)NCc1ccc(F)cc1)(OCC)C(F)(F)F (stereo not drawn),i,i,i,i,i,i,29,i,-1,0.1,i
NNC(=O)Cn1c(COc2ccc(Cl)cc2)nc2ccccc21,i,i,i,i,i,i,1,i,1,-0.1,i
COCCNC(=O)CC(NS(=O)(=O)c1ccc(C)cc1)c1ccco1 (stereo not drawn),i,.,.,i,.,.,3,.,3,0.0,i
Cc1nc2ccccn2c1C(=O)N/N=C/c1ccc2c(c1)OCO2,i,i,i,i,i,i,1,i,0,2.6,i
OC1(c2ccc3c(c2)OCO3)CCN(Cc2ccc(F)cc2)CC1,i,i,i,i,i,i,8,i,4,-0.3,i
Cc1cc(C)cc(C(=O)Nn2cnnc2)c1,i,i,i,i,i,i,-4,i,2,-6.4,i
COc1ccc(-c2cc(C(=O)NCc3ccccc3)no2)cc1OC,i,i,i,i,i,i,-12,i,1,0.4,i
N/C(CN1CCCC1=O)=N\OC(=O)c1ccc(Cl)c(Cl)c1,i,i,i,i,i,i,-4,i,2,-14,i
COc1ccc(CCNC(=O)c2ccc(CS(=O)(=O)Cc3cccc(C)c3)o2)cc1OC,i,i,i,i,i,i,3,i,14,-0.7,i

# Structural class, the compounds so far containing a COOH group (two)
SMILES,MrgX1 ag,TRPC4 block,TRPC6 activator,MrgX1 antag,RGS4 block,TRPC6 inh,SKKanGAS inh,RGS4 pot,Platelet DG rel,HIF activator,MrgX1 PAM
O=C(O)c1ccc(Nc2nc3ccccc3nc2NS(=O)(=O)c2cccs2)cc1,i,i,i,i,i,i,5,i,2,2.9,i
O=C(O)C1C2CCCCC2=C2CCCCC2C1C(=O)c1ccccc1 (stereo not drawn),i,i,i,i,i,i,4,i,6,-0.7,i
